# Screening data as filed in PubChem BioAssay.
# p-CIP stab down: p/CIP-EGFP fusion destabilizers, primary screen, fluorescence, F442A cells | hit rate 0.01% among 290,000 | AID 1984, 2009 | decrease of EGFP signal, % at 10 µM | Q05BA5 | 16 h;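 active means EGFP signal decrease of at least 30% at 10 µM or well 3 SD below plate mean, unless failing retest; inactive means the rest, including hits failing retest or dose response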; further: some compounds called inactive have numbers as strong as hits; many of its hits are not listed in these tables
# IDE cell activ: human IDE activators in live cells, primary screen, fluorescence polarization, HEK cells, FAbeta-B substrate | FAbeta-B cleavage; 0% vehicle, 100% cell-free pure enzyme wells | hit rate 0.073% among 340,000 | activation, % at 5.96 µM;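 active means activation above the mean of all tested compounds plus 3 SD, set per screening campaign, cut at about 17% in these data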
# FID counter: compounds displacing fluorescent DNA intercalator, primary screen, artefact control for HCV NS3 helicase inhibitor project, biochemical, FID fluorescence; DNA fluorescent intercalator displacement; inhibition, % at 7.9 µM; hit rate 0.17% among 290,000; in the data active means inhibition above about 37%;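 further: 0% = vehicle and 100% = reference compound; higher means more ethidium bromide displaced from hairpin DNA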
# IMP-1 inh: IMP-1 metallo-beta-lactamase inhibitors, primary screen, biochemical, epi-absorbance readout, Pseudomonas aeruginosa enzyme | metallo-beta-lactamase IMP-1 (Pseudomonas aeruginosa) | purified IMP-1, nitrocefin hydrolysis, epi-absorbance fluorescence | inhibition, % at 5.6 µM | hit rate 0.45% among 290,000 | AID 1556, 2009;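 active means inhibition above the mean plus 3 SD of all compounds in the same screening run, cut at about 4.5% in these data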;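 further: 0% = IMP-1 with DMSO and 100% = DMSO wells lacking enzyme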
#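 System: purified recombinant IMP-1 beta-lactamase. Medium: Zinc- and detergent-supplemented HEPES buffer, pH 7.1. Compound: one 5.6 µM dose […]. Schedule: 15 min preincubation plus 25 min reaction at 25 °C. Technique: Epi-absorbance fluorescence, 480 nm excitation, 530 nm emission.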
# HCV NS3 hel inh: inhibitors of HCV NS3 helicase, primary screen, biochemical, Cy5 molecular beacon fluorescence; Hepatitis C virus NS3 helicase; NS3 helicase DNA unwinding; inhibition, % at 10.9 µM; hit rate 0.56% among 290,000; AID 1800, 2009;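 active means inhibition above the mean of all tested compounds plus 3 SD, set per campaign, cut at about 35% in these data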;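 further: 0% = DMSO wells and 100% = thioflavine S control wells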
#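 assay system = NS3 helicase fragment of HCV | buffer or medium = MOPS pH 6.5, MgCl2, DTT, Tween20, BSA | timing = 60 min unwinding reaction at 25 °C after ATP addition | signal = Cy5 beacon fluorescence read at start and 1 h | read-out basis = % inhibition of unwinding | control set = low DMSO, high thioflavine S at 110 µM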
# PHOSPHO1 block: PubChem AID 1565 | inhibition, % at 13.3 µM | recombinant PHOSPHO1, absorbance phosphatase assay | Phosphoethanolamine/phosphocholine phosphatase (Homo sapiens), Q8TCT1 | hit rate 1.1% among 290,000; in the data active means inhibition above about 60%
# Target sequence (Q8TCT1 whole entry, looked up): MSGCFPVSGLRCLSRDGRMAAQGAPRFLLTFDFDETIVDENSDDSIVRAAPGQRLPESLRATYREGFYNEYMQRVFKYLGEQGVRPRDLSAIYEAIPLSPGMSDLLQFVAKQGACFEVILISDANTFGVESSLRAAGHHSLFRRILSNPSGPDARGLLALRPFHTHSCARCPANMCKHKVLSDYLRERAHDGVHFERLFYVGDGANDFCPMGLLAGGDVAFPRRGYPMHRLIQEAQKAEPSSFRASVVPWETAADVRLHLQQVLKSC
# MEKK3 PB1 HTS: modulators of MEKK3-MEK5 PB1 binding, primary screen, biochemical, wildtype MEKK3, multiplex bead flow cytometry, Alexa488-MEK5; Mitogen-activated protein kinase kinase kinase 3 (Homo sapiens), Q99759; bead-based flow cytometry, Alexa488-MEK5 binding to MEKK3; actives lie on both sides; 0 = blocked by unlabeled MEK5, 100 = vehicle; binding response (% of control), % at 10 µM; hit rate 1.4% among 290,000; AID 1529, 2009;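 active means binding response more than 3 SD above or below the average of its plate-row segment, actives on both sides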;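 further: Alexa488 bead fluorescence after subtracting the streptavidin-only scavenger bead signal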
# Target sequence (Q99759 whole entry, looked up): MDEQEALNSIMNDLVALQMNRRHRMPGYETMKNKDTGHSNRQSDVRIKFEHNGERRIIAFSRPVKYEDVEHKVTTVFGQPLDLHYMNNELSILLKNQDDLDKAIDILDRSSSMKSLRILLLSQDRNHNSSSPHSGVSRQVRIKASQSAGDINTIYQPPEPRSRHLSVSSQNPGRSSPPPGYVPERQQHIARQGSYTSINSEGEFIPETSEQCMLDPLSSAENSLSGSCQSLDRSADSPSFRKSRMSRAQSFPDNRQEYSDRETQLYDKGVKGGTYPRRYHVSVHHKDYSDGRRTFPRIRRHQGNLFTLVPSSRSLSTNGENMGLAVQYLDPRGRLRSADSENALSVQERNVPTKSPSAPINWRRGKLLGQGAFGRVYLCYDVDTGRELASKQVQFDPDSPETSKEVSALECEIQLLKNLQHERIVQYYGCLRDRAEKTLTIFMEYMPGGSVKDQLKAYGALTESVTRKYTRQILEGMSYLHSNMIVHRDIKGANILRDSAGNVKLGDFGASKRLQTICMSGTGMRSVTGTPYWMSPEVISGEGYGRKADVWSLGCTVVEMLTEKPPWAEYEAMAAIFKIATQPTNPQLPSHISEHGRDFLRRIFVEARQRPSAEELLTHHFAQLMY
# VIM-2 inhibitor: VIM-2 metallo-beta-lactamase inhibitors, primary screen, biochemical, epi-absorbance readout, Pseudomonas aeruginosa enzyme; purified VIM-2, nitrocefin hydrolysis, epi-absorbance fluorescence; inhibition, % at 5.6 µM; hit rate 0.89% among 290,000; AID 1527, 2009;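 active means inhibition above the mean of all tested compounds plus 3 SD, cutoff set per screening run, cut at about 7.5% in these data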;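 further: red hydrolysis product quenches plate fluorescence so inhibitors raise well fluorescence; 0% = enzyme with DMSO and 100% = DMSO without enzyme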
# UBC9 SUMO inh: inhibitors of in vitro SUMOylation cascade, primary screen, biochemical, HTRF, uHTS | SUMO-conjugating enzyme UBC9 (Homo sapiens), P63279 | HTRF SUMOylation assay, SAE1/SAE2 + UBC9 | inhibition, % at 35 µM | hit rate 0.36% among 290,000 | AID 2006, 2009; in the data active means inhibition above about 50%, passing the limit was not always enough; further: strong numbers were not always called active
# Target sequence (P63279 whole entry, looked up): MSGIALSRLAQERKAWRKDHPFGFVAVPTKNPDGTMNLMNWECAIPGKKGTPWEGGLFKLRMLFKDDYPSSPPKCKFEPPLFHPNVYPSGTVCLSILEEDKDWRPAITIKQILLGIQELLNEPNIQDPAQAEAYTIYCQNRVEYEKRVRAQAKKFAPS
# Active calls of the source: *; nt = not tested or not shown. Only part of the results is shown; rates above refer to the full screens.
SMILES,p-CIP stab down,IDE cell activ,FID counter,IMP-1 inh,HCV NS3 hel inh,PHOSPHO1 block,MEKK3 PB1 HTS,VIM-2 inhibitor,UBC9 SUMO inh
O=C(CSc1nnc(-c2ccco2)o1)c1ccc([N+](=O)[O-])cc1,-4,nt,-1,0.2,9,8,88,-1.7,14
O=C(O)CCCn1cc(NC(=O)COc2cc(F)ccc2[N+](=O)[O-])cn1,8,2,-5,-1.3,-6,44,100,-2.6,1
CC(C(=O)NC1C=CS(=O)(=O)C1)N1C(=O)/C(=C/c2cccc(Cl)c2)SC1=S (stereo unspecified),0,-1,-27,1.8,11,1,107,-1.9,nt
CC(=O)Nc1ccc(S(=O)(=O)NNC(=O)c2sc(=S)n(C)c2C)cc1,-9,5,6,-4.5,10,4,101,-2.5,17
CCCCN(Cc1ccccc1)C(=O)CCN1C(=O)C2C3C=CC(C3)C2C1=O (stereo unspecified),2,1,-35,-2.5,10,13,106,-2.8,-7
COC(=O)Cn1c(CCS(=O)(=O)c2ccc(C)c(C)c2)nc2ccccc21,4,4,-8,-1.0,0,7,98,-4.7,10
Cc1ccc(N(CC(=O)NCc2ccccc2)C(=O)CCC(=O)Nc2ccccn2)cc1C,11,0,-45,-1.7,-8,20,102,-0.6,-16
Cc1nc(/C(N)=N/OC(=O)c2ccc(Cl)cc2)c(C(F)(F)F)o1,-8,3,-5,-2.6,-4,33,101,-2.9,4
Cc1nnc(NC(=O)c2nc(S(=O)(=O)Cc3ccccc3C)ncc2Cl)s1,-2,6,-25,2.8,7,9,98,-2.9,26
CCn1c(-c2nn(C)cc2Cl)n[nH]c1=S,-8,-7,-7,-4.0,3,-5,98,1.8,-14
COc1cc(CNc2ccc3[nH]c(=O)[nH]c3c2)cc(Br)c1OCc1ccccc1F,-57,-2,-3,-3.5,7,-7,100,-1.4,28
Cc1cc(C(=O)Nc2ccc([N+](=O)[O-])cn2)cs1,-9,-7,3,-2.3,-7,35,111,-1.9,16
OC(CN1CCCCC1)Cn1c(C(F)(F)F)nc2ccccc21 (stereo unspecified),0,4,4,-0.7,-2,18,106,-1.2,12
COc1cc2ccccc2cc1C(=O)N1CCN(c2ccccn2)CC1,-9,5,-30,-1.3,-11,20,101,-3.9,12
NS(=O)(=O)c1ccc(N/N=C2/CCCCC2C2CCCCC2)c([N+](=O)[O-])c1 (stereo unspecified),0,6,-8,-2.8,-12,-8,108,-4.4,-36
O=C(NCCSCc1ccccc1)c1ccc(Cl)c(S(=O)(=O)N2CCOCC2)c1,-3,-2,-24,-0.8,-4,-14,109,-5.7,-5
CC1CCN(S(=O)(=O)c2ccc3c(c2)N(CC(=O)NCCCN2C(C)CCCC2C)C(=O)CO3)CC1 (stereo unspecified),-14,5,17,-4.4,-14,32,101,-2.3,10
O=C(COC(=O)c1n[nH]c2ccccc12)Nc1ccc(S(=O)(=O)N2CCCC2)cc1,-24,2,-9,-3.2,-6,23,105,-3.2,18
COC(=O)c1cccnc1-n1c(=O)c2cccnc2n(Cc2ccc([N+](=O)[O-])cc2)c1=O,11,7,-1,-2.5,-5,16,102,-2.4,14
COC(=O)c1scc2c(=O)cc(C(F)(F)F)[nH]c12,-9,4,-1,-3.9,-4,10,92,-2.4,37
Clc1nc(CN2CCCCC2)nc2sc3c(c12)CCCC3,9,0,-3,-0.4,7,-13,98,-0.3,13
Cc1cccc(C(=O)NCCNC(=O)c2cnccn2)c1,3,0,-2,-1.0,0,-24,93,0.3,-2
NS(=O)(=O)c1cccc(NC(=O)CCCNC(=O)c2ccc(Cl)cc2)c1,0,3,0,-2.4,5,19,103,-3.4,-12
CCOC(=O)c1nc2sc3c(c2c(=O)n1C(C)C(=O)OCC)CCCC3 (stereo unspecified),-7,-4,-29,-4.0,-2,23,97,-3.8,31
Cc1cc(C)c(S(=O)(=O)Cc2ccc(Cl)cc2)c(=O)[nH]1,-14,7,0,-2.7,0,24,93,-0.2,1
CCOC(=O)C1C(=O)CC(C)(O)C(C(=O)OCC)C1c1ccc2c(c1)OCO2 (stereo unspecified),nt,4,-12,-4.6,-2,nt,103,-1.9,nt
CCc1ccc(NC(=O)c2cc(-c3ccc(OC)cc3)on2)cc1,1,6,-4,-4.9,-1,16,100,-2.1,21
Cc1ccc(C)c(N2CCN(Cc3nnnn3C3CCCCC3)CC2)c1,-9,8,-20,-0.3,-10,-14,108,1.1,4
CC1=NN(C(=O)CSCc2ccccc2)C(O)(c2ccccc2)C1 (stereo unspecified),-4,5,-14,-2.9,7,30,101,-4.2,3
Cc1ccc(CNC(=O)CCCNC(=O)c2ccc(Cl)cc2)n1C,-17,6,-8,-1.8,-5,-7,95,-2.7,15
N=c1occ(C(=O)c2cc(F)ccc2O)cc1C(=O)NC1CCCCC1,15,6,-17,-2.5,1,2,101,-2.9,-3
Nc1cc(=O)[nH]c(SCC(=O)Nc2ccc(Br)cc2)n1,1,-6,1,-2.0,-2,17,105,-3.9,1
COc1ccc(CCC(=O)NC2CCC(C)CC2)cc1 (stereo unspecified),1,-2,-16,-3.2,-9,7,102,0.3,-4
COc1ccc(N2CC(C(=O)NCc3nnnn3-c3ccc(C)c(C)c3)CC2=O)cc1 (stereo unspecified),2,10,-34,-3.4,0,12,102,-2.4,-19
COc1ccc(-n2nc(C(=O)NCC(=O)NCCN(C)C)c3ccccc3c2=O)cc1,-3,3,2,-2.6,6,27,101,0.9,17
Cc1cc(C)n(CC(O)COc2ccccc2[N+](=O)[O-])n1 (stereo unspecified),-2,4,4,-1.4,-4,6,100,-4.3,-5
COc1ccc(Cn2nnc3c(=O)[nH]c(C4CCCN(C(=O)c5ccccc5)C4)nc32)cc1 (stereo unspecified),-15,5,-19,-1.6,-8,5,98,-1.6,-19
CC(=O)NC(Cc1ccc(F)cc1)C(=O)O (stereo unspecified),-6,2,9,-2.3,-4,36,93,0.2,20
O=C(NNC(=O)c1ccc[nH]1)Nc1cc(Cl)cc(Cl)c1,1,nt,0,-1.1,-8,13,99,-4.0,-9
CNC(=O)c1ccccc1NC(=O)c1cccc(S(=O)(=O)N2CCCCC2)c1,-8,5,-10,-3.2,-9,-25,103,-2.5,2

# Two compounds from above, limited to p-CIP stab down.
SMILES,p-CIP stab down
CNC(=O)c1ccccc1NC(=O)c1cccc(S(=O)(=O)N2CCCCC2)c1,-8
COc1ccc(CCC(=O)NC2CCC(C)CC2)cc1 (stereo unspecified),1

# The results go on.
SMILES,p-CIP stab down,IDE cell activ,FID counter,IMP-1 inh,HCV NS3 hel inh,PHOSPHO1 block,MEKK3 PB1 HTS,VIM-2 inhibitor,UBC9 SUMO inh
COc1ccccc1C(=O)OCC(=O)NCCNC(=O)COC(=O)c1ccccc1OC,4,4,-26,-3.0,4,71*,95,-2.0,-1
COc1cc(-c2nc3n(n2)C(c2ccc(F)cc2)C2=C(CCCC2=O)N3)cc(OC)c1OC (stereo unspecified),-8,9,-20,1.3,-8,14,98,-6.0,-27
COc1ccccc1NC(c1cccnc1)c1ccc2cccnc2c1O (stereo unspecified),1,1,-4,-0.4,4,63*,96,-1.9,-56
COc1ccc(CCNC(=O)C2CCCN(S(=O)(=O)c3ccc(F)cc3)C2)cc1OC (stereo unspecified),-56,11,-31,-2.4,1,22,103,-0.7,-4
Cc1cccc(OCC(=O)Nc2nnn(C)n2)c1C,-16,2,-4,-3.0,5,3,103,-0.1,8
CC(C)OP(=O)(OC(C)C)C(Nc1ccc(C(=O)O)cc1)c1ccccc1 (stereo unspecified),-12,8,-33,-2.7,-5,-15,98,-1.3,-2
O=C(CC(=O)N/N=C\c1cccc(Cl)c1Cl)NCc1ccccc1,-10,4,-6,-3.2,-7,-14,92,-2.2,12
CC(=O)NCCC(=O)Nc1nc2ccc(Oc3ccccc3)cc2s1,0,2,-24,-2.1,-12,15,103,-3.4,11
COc1cccc(-c2cc(C(=O)N3CCc4ccccc4C3)no2)c1,1,2,-19,-2.8,8,-28,97,-1.0,2
CCCC(=O)N1CCN(c2ccc([N+](=O)[O-])c(NC(C)c3ccccc3)c2)CC1 (stereo unspecified),1,8,-23,-3.8,-17,3,101,-0.6,-19
CC(=O)Nc1sc(C)c(C)c1C(=O)OCC(=O)N(CC(C)C)C1CCS(=O)(=O)C1 (stereo unspecified),-14,1,-31,-0.1,1,-2,96,-1.2,10
COc1ccc(-c2ccc(=O)n(CC(=O)Nc3ccc4c(c3)OCCO4)n2)cc1,-12,2,-12,-1.1,-3,37,93,-1.4,9

# Ordered by heavy-atom count (lowest first): part of the list above.
SMILES,p-CIP stab down,IDE cell activ,FID counter,IMP-1 inh,HCV NS3 hel inh,PHOSPHO1 block,MEKK3 PB1 HTS,VIM-2 inhibitor,UBC9 SUMO inh
CC(=O)NC(Cc1ccc(F)cc1)C(=O)O (stereo unspecified),-6,2,9,-2.3,-4,36,93,0.2,20
Cc1cccc(OCC(=O)Nc2nnn(C)n2)c1C,-16,2,-4,-3.0,5,3,103,-0.1,8
O=C(NNC(=O)c1ccc[nH]1)Nc1cc(Cl)cc(Cl)c1,1,nt,0,-1.1,-8,13,99,-4.0,-9
O=C(CC(=O)N/N=C\c1cccc(Cl)c1Cl)NCc1ccccc1,-10,4,-6,-3.2,-7,-14,92,-2.2,12
CC(=O)NCCC(=O)Nc1nc2ccc(Oc3ccccc3)cc2s1,0,2,-24,-2.1,-12,15,103,-3.4,11
COc1ccccc1NC(c1cccnc1)c1ccc2cccnc2c1O (stereo unspecified),1,1,-4,-0.4,4,63*,96,-1.9,-56
CNC(=O)c1ccccc1NC(=O)c1cccc(S(=O)(=O)N2CCCCC2)c1,-8,5,-10,-3.2,-9,-25,103,-2.5,2
CC(=O)Nc1sc(C)c(C)c1C(=O)OCC(=O)N(CC(C)C)C1CCS(=O)(=O)C1 (stereo unspecified),-14,1,-31,-0.1,1,-2,96,-1.2,10
COc1ccc(CCNC(=O)C2CCCN(S(=O)(=O)c3ccc(F)cc3)C2)cc1OC (stereo unspecified),-56,11,-31,-2.4,1,22,103,-0.7,-4
COc1ccccc1C(=O)OCC(=O)NCCNC(=O)COC(=O)c1ccccc1OC,4,4,-26,-3.0,4,71*,95,-2.0,-1
COc1cc(-c2nc3n(n2)C(c2ccc(F)cc2)C2=C(CCCC2=O)N3)cc(OC)c1OC (stereo unspecified),-8,9,-20,1.3,-8,14,98,-6.0,-27
